# High-throughput results (PubChem BioAssay)
# Jurkat tox 60K: cytotoxicity toward Jurkat T cells, primary screen, cytotoxicity control, cell-based, Jurkat E6.1, 60K MLSMR library; Jurkat E6.1 viability, ATP luminescence, 48 h; inhibition, % at 4 µM; 56,000 compounds, 1.2% hits; AID 463, 2006;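 active = inhibition above the mean inhibition of all tested compounds plus 3 SD, cut at about 28% in these data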
# NADH coupling: inhibitors of PK/LDH coupling enzymes, profiling panel, artefact control, biochemical, MLSMR library | coupled PK/LDH NADH assays, four targets | IC50, µM (top dose mostly 10 µM), inactives show top-dose inhibition | 65,000 compounds, 0.02% hits | AID 774, 2007;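 active = single-dose screening hits from any of four coupled enzyme assays that gave an IC50 when retested across doses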;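 also: the DPM-DC format reads NADH fluorescence rather than 340 nm absorbance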
# D1 mod: D1 CRE-luciferase signal change, two-sided – cell-based, HEK293 D1, dopamine EC30, D1 allosteric modulator project, primary screen. B-score at 10 µM. dopamine EC30 potentiation; actives deviate in either direction. D(1A) dopamine receptor (Homo sapiens), P21728. 58,000 compounds, 5.9% hits;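 active = luminescence count or its row- and column-corrected plate score outside the 99.7% band of the plate's sample wells, on either side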
# M1 ag: M1 muscarinic receptor agonists, primary screen, CHO-M1 cells, Fluo-4 calcium, agonist mode. Muscarinic acetylcholine receptor M1. Fluo-4 calcium fluorescence; stronger effect = higher value. B-score at 10 µM. 64,000 compounds, 3% hits. AID 626, 2007;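 active = fluorescence rise, raw or as B-score row- and column-corrected plate score, outside the 99.7% band of its plate's samples, either direction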
# HEK293 NFkB inh: inhibitors of PMA/ionomycin-induced NF-kB reporter, primary screen, antigen receptor NF-kB inhibitor project, cell-based, HEK-293 luciferase reporter, luminescence. HEK-293 NF-kB luciferase reporter. inhibition, % at 3 µM. 62,000 compounds, 0.21% hits. AID 465, 2006;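 active = inhibition above the mean of all tested compounds plus 3 SD, cut at about 40% in these data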;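 also: 0% = stimulated DMSO wells and 100% = 10 µM reference inhibitor 5653914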
#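 Timing: 1 h pretreatment, 16 h stimulation, 37 °C; system: HEK-293 cells with stable firefly luciferase reporter driven by four HIV NF-kB elements; doses: 3 µM once, 0.30% DMSO; measured by: luciferase luminescence; control set: DMSO and 10 µM reference inhibitor; repeats: single test; reagent: PMA plus ionomycin mix as NF-kB-activating stimulus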
# TNAP act DEA: human TNAP enzyme activators, primary screen, biochemical, luminescent, intermediate phosphate acceptor level. purified TNAP, CDP-star luminescence, 100 mM DEA, 30 min; stronger effect = higher value; scale: 0 levamisole-inhibited, 1 vehicle-only enzyme. activation factor at 20 µM. Alkaline phosphatase, tissue-nonspecific isozyme (Homo sapiens), P05186. 64,000 tested, under 10 active;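 active = activation factor of at least 2 at 20 µM, relative to controls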
# Target sequence (P05186 whole entry, looked up): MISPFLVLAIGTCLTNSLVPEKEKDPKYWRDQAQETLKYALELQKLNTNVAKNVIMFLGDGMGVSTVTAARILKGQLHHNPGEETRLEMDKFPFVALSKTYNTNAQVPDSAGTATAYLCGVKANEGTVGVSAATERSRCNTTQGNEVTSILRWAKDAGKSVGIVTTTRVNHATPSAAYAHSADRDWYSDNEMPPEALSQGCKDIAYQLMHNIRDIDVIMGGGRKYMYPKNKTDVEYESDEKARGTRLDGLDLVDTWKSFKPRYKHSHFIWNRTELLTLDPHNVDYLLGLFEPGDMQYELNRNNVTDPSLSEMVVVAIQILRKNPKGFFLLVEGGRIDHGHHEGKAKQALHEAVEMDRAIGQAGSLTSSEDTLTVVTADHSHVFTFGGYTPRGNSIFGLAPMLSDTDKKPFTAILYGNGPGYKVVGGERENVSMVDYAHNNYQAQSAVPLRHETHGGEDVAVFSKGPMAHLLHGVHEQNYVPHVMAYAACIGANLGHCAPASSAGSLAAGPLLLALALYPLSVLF
# SF-1 act: activators of human SF-1, primary screen, cell-based, CHO-K1, Gal4-SF-1 LBD, luciferase luminescence. Steroidogenic factor 1 (Homo sapiens), Q13285. CHO-K1 Gal4-SF-1 LBD luciferase reporter; % increase over DMSO SF-1-specific signal. activation, % at 10 µM. 65,000 compounds, 1.9% hits;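 active = activation above the mean activation of all tested compounds plus 3 SD, cut at about 50% in these data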
#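 Test system: CHO-K1 cells with Gal4–hSF-1 LBD chimera plus Gal4-driven luciferase; Input: 4,000 cells/well; Compound: 10 µM only; Times: 20 h compound treatment, 37 °C; Measured by: steady-glow luciferase luminescence, read after 15 min reagent incubation; Measure: percent activation versus DMSO; Control set: DMSO and mock-transfected background; Replicates: one test per compound.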
# M1 antag: antagonists of rat M1 muscarinic receptor; 64,000 compounds, 3.4% hits; B-score at 10 µM; CHO-M1 cells, Fluo-4 calcium, ACh EC80 antagonist mode; stronger effect = lower value;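 active = calcium fluorescence response, raw or row-and-column corrected B-score, differing from the plate sample mean either way at a set confidence level, mostly lower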
# Target sequence (P08482 whole entry, looked up): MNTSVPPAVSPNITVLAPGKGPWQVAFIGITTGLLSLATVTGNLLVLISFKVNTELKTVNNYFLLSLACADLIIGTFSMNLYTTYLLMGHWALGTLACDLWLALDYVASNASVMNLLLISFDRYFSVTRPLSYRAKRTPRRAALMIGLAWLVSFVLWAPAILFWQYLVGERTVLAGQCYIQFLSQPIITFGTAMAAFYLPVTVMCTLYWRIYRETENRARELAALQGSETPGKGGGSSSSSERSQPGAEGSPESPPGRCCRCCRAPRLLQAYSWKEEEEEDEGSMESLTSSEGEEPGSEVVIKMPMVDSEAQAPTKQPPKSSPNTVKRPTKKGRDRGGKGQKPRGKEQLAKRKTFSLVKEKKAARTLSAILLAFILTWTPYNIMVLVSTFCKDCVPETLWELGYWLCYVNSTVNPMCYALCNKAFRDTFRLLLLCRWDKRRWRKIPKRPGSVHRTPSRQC
# Ecoli tolC: growth inhibitors of E. coli tolC mutant, primary screen, strain BW25113 ΔtolC::kan, 384-well. AID 573, 2007. 65,000 compounds, 2.2% hits. growth inhibition, % at 10 µM (by protocol). OD615;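 active = growth inhibition at or above a cutoff equal to the mean over every tested compound plus 3 SD, cut at about 60% in these data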;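 also: growth measured after 20 h incubation at 37 °C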
#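 signal = optical density read at 615 nm | test system = E. coli ΔtolC::kan strain BW25113 | timing = 20 h compound exposure of bacteria at 37 °C | buffer or medium = LB medium plus 50 µg/mL kanamycin | compound dosing = 10 µM final, single dose | evaluation = % inhibition of E. coli growth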
# * marks the source's active call; other numbers are inactive results; / = not tested or not shown; [ ] = dose if it differs, or a comment. Random draw from the library. Share with any hit: about 15%.
SMILES,Jurkat tox 60K,NADH coupling,D1 mod,M1 ag,HEK293 NFkB inh,TNAP act DEA,SF-1 act,M1 antag,Ecoli tolC
CC(=O)CC1(O)C(=O)N(CN2CCN(c3ccccc3)CC2)c2ccccc21 (configuration not stated),3,7%,-2,0.13,6,0.8,0,0.21,-4
Cn1c(=O)c(=O)n(C)c2cc(S(=O)(=O)N3CCCCCC3)ccc21,-2,5%,/,0.32,2,0.9,-11,0.23,-29
CC(=O)Nc1nc(-c2ccccc2)nc(-c2ccccc2OC(C)=O)n1,7,0%,/,0.018,12,0.9,-8,0.36,6
CCc1ccc(NC(=O)C2CC(=O)N(C(C)C)C2)cc1 (configuration not stated),-1,3%,0.091,0.55,11,0.9,14,-0.62,-19
COc1ccccc1OCC(=O)Nc1ccc(S(=O)(=O)Nc2nc(C)cc(C)n2)cc1,0,2%,0.11,0.0094,10,0.8,-3,-0.82,5
O=C(Cn1ccc2ccccc2c1=O)N1CCN(c2cccc(Cl)c2)CC1,0,5%,0.13,-0.36,11,0.8,-8,0.14,-11
O=C(Nc1ccc(Br)cc1)c1cnccn1,0,6%,-1.2,-1.8,-14,1,20,-1.4,-7
COc1ccc(NC(=O)c2cc3cc(OC)ccc3oc2=N)cc1,-3,0%,0.49,-0.34,19,0.9,27,-0.19,4
O=C(O)CC(C(=O)OCC1CCCO1)N1CCOCC1 (configuration not stated),/,5%,-0.73,0.25,/,0.9,8,0.44,1
O=C(O)CSCc1c(F)cccc1Cl,9,4%,/,0.55,11,0.9,-10,0.26,-14
C[n+]1cnn2c1SCC1(COC1)C2,4,2%,0.11,0.71,15,1,-4,0.38,-18
CC(C)c1ccc2c(c1)C(=O)NC(C)(C)C2,-8,1%,1.2,0.36,7,1,-1,-0.086,1
COc1ccc(N2CCN(C(=O)CSc3nc4c(c(=O)n(C)c(=O)n4C)n3C(C)C)CC2)cc1,2,5%,/,1,12,0.9,-9,-0.064,16
CCN(CC)CCOC(=O)c1ccc(NC(=O)CCNC(=O)Cn2ccc3ccccc3c2=O)cc1,-8,6%,/,/,6,0.9,-2,/,-3
O=C1CC(SCc2nc3ccccc3[nH]2)C(=O)N1c1ccc(F)cc1 (configuration not stated),2,3%,-0.45,0.28,-2,1,-4,-0.23,-8
c1ccc(OCCSc2nc3ccccc3o2)cc1,-1,4%,-0.11,0.026,3,0.9,11,-0.45,16
CC(C)C1N=C2c3ccccc3N=C(SCC(=O)c3ccc(O)c(O)c3)N2C1=O (configuration not stated),51*,3%,/,3.9,22,0.4,3,-0.05,17
COCCNC(=O)C(c1ccccc1)N(CCOC)C(=O)Cn1nnc2ccccc21 (configuration not stated),-8,5%,0.28,1.3,9,0.9,-9,0.44,-20
CCCCOCCCNS(=O)(=O)Cc1ccccc1,1,4%,-0.28,0.11,14,0.9,-8,0.22,-5
CCCOC(=O)c1ccc(-c2c(C)noc2-c2ccc(OC)cc2O)o1,8,3%,0.076,1.2,18,0.8,-8,-0.3,99*
CCOC(=O)N1CCN(C(=O)C(NS(=O)(=O)c2cccc3nsnc23)c2ccccc2)CC1 (configuration not stated),8,3%,-0.19,0.013,16,0.9,-6,0.12,6
C=CCC(Nc1ccco1)c1ccccc1 (configuration not stated),-2,5%,0.007,0.79,3,0.9,4,0.089,-13
O=C1C2ON(c3ccc(Cl)cc3)C(c3ccco3)C2C(=O)N1c1ccccc1 (configuration not stated),-4,2%,-0.97,0.016,2,0.9,15,-1,-26
CCc1ccc(NC2=NC(C(=O)NC3CCCCC3)CC(=O)N2)cc1 (configuration not stated),7,3%,-0.19,-0.39,8,1,-4,0.58,-7

# Pulled one by one from above:
SMILES,Jurkat tox 60K,NADH coupling,D1 mod,M1 ag,HEK293 NFkB inh,TNAP act DEA,SF-1 act,M1 antag,Ecoli tolC
O=C1CC(SCc2nc3ccccc3[nH]2)C(=O)N1c1ccc(F)cc1 (configuration not stated),2,3%,-0.45,0.28,-2,1,-4,-0.23,-8
CCCCOCCCNS(=O)(=O)Cc1ccccc1,1,4%,-0.28,0.11,14,0.9,-8,0.22,-5

# By substructure, the compounds so far with a COOH group.
SMILES,Jurkat tox 60K,NADH coupling,D1 mod,M1 ag,HEK293 NFkB inh,TNAP act DEA,SF-1 act,M1 antag,Ecoli tolC
O=C(O)CC(C(=O)OCC1CCCO1)N1CCOCC1 (configuration not stated),/,5%,-0.73,0.25,/,0.9,8,0.44,1
O=C(O)CSCc1c(F)cccc1Cl,9,4%,/,0.55,11,0.9,-10,0.26,-14

# Remaining list, next part
SMILES,Jurkat tox 60K,NADH coupling,D1 mod,M1 ag,HEK293 NFkB inh,TNAP act DEA,SF-1 act,M1 antag,Ecoli tolC
COc1cc(NS(=O)(=O)c2ccc(Br)s2)cc(OC)c1,-1,2%,0.15,0.066,1,1,6,-0.16,34
Cc1cc2cc(CCNC(=O)C(C)C)c(=O)[nH]c2cc1C,6,6%,-0.26,0.013,-10,/,-3,0.16,13
Oc1ccccc1Cn1c(-c2ccccc2O)nc2ccccc21,-2,9%[fluoresces],2.9,0.11,14,1,8,0.0015,42
Cc1ccc(C(=O)C2C(c3cccs3)NC(=O)NC2(O)C(F)(F)F)cc1 (configuration not stated),/,5%,/,-0.31,/,0.9,-2,0.53,5
COCCOc1nc2c(c(=O)n(C)c(=O)n2C)n1CCc1ccccc1,2,8%,-1.1,-0.067,11,0.9,2,-0.31,-1
Cc1cc(Cl)cc(C)c1OCCCCN1CCOCC1,4,3%,0.22,0,18,1.1,-4,0.22,-10
O=C(c1nc(-c2ccccc2)n(-c2ccccc2)n1)N1CCN(S(=O)(=O)c2ccccc2)CC1,-7,6%,-0.39,3.8*,21,1,18,-3.8*,6
COc1ccc(C(=O)COC(=O)CCn2nnc(-c3cccc(O)c3OC)n2)cc1,-11,6%,0.99,-1.1,8,0.9,-6,0.18,-28
CC(=O)Nc1nc(-c2ccc(Cl)cc2)nc(C)c1C(C)=O,5,1%,0.89,1.8,7,0.9,25,-0.94,6
O=C(Nc1cnn(C23CC4CC(CC(C4)C2)C3)c1)c1cnn2c(C(F)(F)F)cc(-c3ccco3)nc12,7,4%,0.12,-0.016,7,0.9,5,-0.12,26
O=C(Nc1ccc(OC(F)F)c(Cl)c1)Nc1ccc2c(c1)OCO2,-2,1%,0.074,1.7,3,0.9,23,0.00066,59
O=C(NCc1ccccn1)c1cccs1,-3,2%,0.056,0.075,14,0.8,-4,0.14,-17
c1ccc(OCCCCn2cnc3ccccc32)cc1,33*,0%,-1.6,1.8,2,1,-26,-0.69,28
Cc1ccc(/C(O)=C2/C(=O)C(=O)N(CCN3CCOCC3)C2c2ccccn2)cc1 (configuration not stated),-1,2%,-0.94,-0.7,-3,0.9,39,-0.33,-2
CCOP1(=O)C=C(C(C)(C)C)OC1c1ccc(F)cc1 (configuration not stated),1,5%,-0.019,-0.2,3,0.8,-4,-0.17,2
Cc1ccc(C)c(NC(=O)c2ccccn2)c1,-2,6%,-1.1,0.091,6,1,10,0.59,-5
COc1ccccc1N(O)C1CC(=O)N(c2ccc(F)cc2)C1=O (configuration not stated),/,8%,/,-0.96,/,1.1,18,0.015,8
CCc1nnc(NC(=O)CCC(=O)NC2CCCCC2)s1,7,4%,-0.25,-0.82,2,0.9,7,0.21,-11
CC(=O)c1c(C)[nH]c(C(=O)CSc2nnc(CN3CCCCCC3=O)n2-c2ccccn2)c1C,2,6%,-0.51,0.12,10,0.9,10,-0.017,-6
CC(=O)Nc1cccc(NC(=O)C2CCCN2C(=O)Nc2cccc(C)c2)c1 (configuration not stated),0,5%,-0.96,-0.00078,-8,1,-10,-0.79,3
COC(=O)c1ccc(C(=O)OC)c(NC(=O)CCC(=O)O)c1,-2,4%[fluoresces],1.3,4.2*,5,1,-4,1.2,-1
COc1ccccc1NC(=O)c1ccc(S(=O)(=O)N(C)C)cc1,5,4%,-0.46,0.00059,13,1,-5,-0.16,-8
O=C(NCCc1ccccc1)c1cc2ncc(Br)cn2n1,-5,6%,0.22,-0.51,-10,0.9,6,-0.3,-2
Oc1ccc(-c2csc(NCc3ccco3)n2)cc1,6,4%,1.3,1.7,18,0.8,16,0.78,7
CC(=O)c1c(C)[nH]c(C(=O)OC2CCOC2=O)c1C (configuration not stated),0,4%,/,0.25,4,0.9,22,-0.3,-9
Cc1ccc(-c2noc(CCC(=O)NCCCN3CCN(c4cccc(Cl)c4)CC3)n2)cc1,1,6%,-3.9*,4.4*,6,0.8,-10,-3.7*,36
CC(C)(C)NC1=CC(=O)OC12CCCCC2,-10,3%,-0.025,-0.28,14,0.8,8,0.71,-14
CC12CCC(C(=O)N3CCCc4ccccc43)(CC1=O)C2(C)C (configuration not stated),4,4%,-0.14,0.59,15,0.9,-4,-0.25,8
CC1CCc2nn(CC(=O)NCCN3CCCCC3C)cc2C1 (configuration not stated),-1,1%,-0.68,0.35,-1,1,3,0.31,-20
Cc1ccc(F)cc1NC(=O)c1cccc(N(C)C)c1,5,4%,-0.19,1.1,18,0.9,12,-0.0085,-27
CCn1c(COc2cccc3ccccc23)nnc1SCC(N)=O,-1,4%,0.88,0.0085,8,0.9,-6,0.01,-10
COc1cccc(CNC(=O)Nc2cccs2)c1,-5,5%,-3.4*,/,9,1,19,/,2
CC12C=CC3(CN(Cc4ccccc4)C(=O)C3C1C(=O)NCc1ccco1)O2 (configuration not stated),/,8%,0.56,-0.16,5,1,-2,0.48,-15
COc1cccc(N2C(=O)C3CCCN3C2c2ccc(F)cc2)c1 (configuration not stated),1,4%,0.039,-0.038,-1,0.8,25,-0.048,-4
CC1CCCCN1C(=O)c1cnn2c(C(F)(F)F)cc(-c3ccco3)nc12 (configuration not stated),-3,5%,0.045,-0.69,27,0.9,13,0.7,6
CC(c1nnc(SCn2nnc3ccccc3c2=O)n1-c1ccc(Cl)cc1)N(C)C (configuration not stated),13,3%,-0.26,0.46,6,1,-12,-0.17,7
O=C(CC1Sc2ncnn2C1=O)Nc1ccc(Br)cc1 (configuration not stated),-3,5%,1.1,0.44,5,1,-17,0.096,0
COc1cc(C(=O)OC2CCCCC2=O)cc(OC)c1C (configuration not stated),-6,6%,0.19,-0.96,-1,0.9,-8,-0.43,-8

# Compounds from the list above that have a tert-butyl group:
SMILES,Jurkat tox 60K,NADH coupling,D1 mod,M1 ag,HEK293 NFkB inh,TNAP act DEA,SF-1 act,M1 antag,Ecoli tolC
CCOP1(=O)C=C(C(C)(C)C)OC1c1ccc(F)cc1 (configuration not stated),1,5%,-0.019,-0.2,3,0.8,-4,-0.17,2
CC(C)(C)NC1=CC(=O)OC12CCCCC2,-10,3%,-0.025,-0.28,14,0.8,8,0.71,-14
